# S1P2 antag = S1P2 (human) receptor antagonism | O95136 | cell-based S1P2 antagonist assay, inhibition at 5 uM | inhibition, % at 5 µM | actives 0.21% (n = 97,000) | AID 736; in the data active means inhibition above about 45%;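 further: CRE beta-lactamase reporter cells expressing human S1P2 stimulated with S1P; 0% = agonist at EC80 alone and 100% = agonist plus reference antagonist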
# Target sequence (O95136 whole entry, looked up): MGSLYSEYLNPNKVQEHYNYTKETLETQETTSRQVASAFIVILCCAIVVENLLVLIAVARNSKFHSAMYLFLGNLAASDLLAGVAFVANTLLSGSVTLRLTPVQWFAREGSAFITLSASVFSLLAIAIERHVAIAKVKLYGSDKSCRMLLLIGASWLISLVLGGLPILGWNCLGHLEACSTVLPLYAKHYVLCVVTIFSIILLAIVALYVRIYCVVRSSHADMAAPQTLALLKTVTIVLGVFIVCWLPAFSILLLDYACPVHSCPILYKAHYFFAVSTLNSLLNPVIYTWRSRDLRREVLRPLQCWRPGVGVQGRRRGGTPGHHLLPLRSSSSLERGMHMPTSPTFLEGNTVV
# PostGolgi yeast = growth inhibition of a yeast mutant, post-Golgi transport screen; actives 0.9% (n = 98,000); inhibition, % at 10 µM; post-Golgi transport phenotypic cell assay;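 further: yeast cells grown in 1536-well plates; yeast grown about 18 h at 30C before absorbance read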
# HUVEC prolif 384 = human endothelial cell proliferation inhibition. HUVEC proliferation, CellTiter-Glo luminescence, 72 h; hits give low values. viability, % at 10 µM (by protocol). actives 1.1% (n = 86,000). AID 648;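 active means viability at or below 30%; inactive means viability above 30%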;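 further: 100% = median luminescence of DMSO-only cell control wells on each plate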
# hDAT+cocaine = modulates human dopamine transporter uptake under cocaine. Q01959. LLC-PK1 hDAT cells, [14C]-dopamine uptake with cocaine IC80; actives deviate in either direction. B-score at 10 µM. actives 1.3% (n = 110,000);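 active means Z score or B-score, a plate-position-corrected score, falls beyond the plate's 99.7% confidence bounds, in either direction; inactive means both scores lie inside the 99.7% bounds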;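 further: scored against the spread of the other compound wells on the same plate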
# Target sequence (Q01959 whole entry, looked up): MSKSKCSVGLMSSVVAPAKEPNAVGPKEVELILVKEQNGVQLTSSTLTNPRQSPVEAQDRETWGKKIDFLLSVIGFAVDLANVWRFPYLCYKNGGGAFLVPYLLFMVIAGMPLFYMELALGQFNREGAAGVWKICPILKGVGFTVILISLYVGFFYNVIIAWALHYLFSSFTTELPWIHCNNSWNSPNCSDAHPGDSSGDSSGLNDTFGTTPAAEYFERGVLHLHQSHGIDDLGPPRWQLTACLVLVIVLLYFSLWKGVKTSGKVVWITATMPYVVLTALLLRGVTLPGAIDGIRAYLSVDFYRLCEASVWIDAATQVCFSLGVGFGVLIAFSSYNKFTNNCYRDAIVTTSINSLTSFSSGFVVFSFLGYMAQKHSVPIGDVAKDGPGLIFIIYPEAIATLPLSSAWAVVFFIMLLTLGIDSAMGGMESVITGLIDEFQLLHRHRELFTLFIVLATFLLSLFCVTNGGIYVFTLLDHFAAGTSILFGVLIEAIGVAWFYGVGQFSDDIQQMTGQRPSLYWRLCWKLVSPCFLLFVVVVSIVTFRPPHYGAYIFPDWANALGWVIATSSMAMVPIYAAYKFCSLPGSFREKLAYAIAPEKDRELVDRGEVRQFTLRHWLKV
# PostGolgi ctrl = inhibits growth of the yeast control strain; actives 5% (n = 98,000); AID 738; inhibition, % at 10 µM; efflux-deficient yeast background strain, growth absorbance A615, 16 h
# Fibroblast inh = blocks proliferation of human lung fibroblasts; viability, % at 10 µM; LL 47 human lung fibroblast viability, ATP luminescence; hits give low values; actives 1.1% (n = 85,000); AID 719;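 active means viability at or below 50% in the single dose screen; inactive means viability above 50%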;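 further: compound exposure lasted 72 h before the ATP readout; 100% = median luminescence of untreated cell-only wells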
#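 Test system: LL 47 human lung fibroblasts / Incubation: 72 h compound exposure at 37 °C after overnight plating / Technique: luminescent ATP detection, CellTiter-Glo / Compound dosing: 0.1% DMSO in all compound wells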
# H69AR inhibit = blocks growth of human H69AR lung tumor cells. H69AR lung tumor viability, ATP luminescence, 72 h; hits give low values. viability, % at 10 µM. actives 6% (n = 85,000);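 active means viability at or below 40%; inactive means viability above 40%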;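 further: multidrug resistant small cell line overexpressing MRP-1 efflux transporter; 100% = mean luminescence of untreated control wells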
# S1P2 ag = activates the human S1P2 receptor. AID 729. actives 0.46% (n = 97,000). activation, % at 4.5 µM. S1P2-expressing cell line, agonist reporter read-out. O95136; in the data active means activation above about 16%;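 further: 0% = vehicle low control and 100% = maximal reference agonist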
# E coli WT exp = E. coli BW25113 growth inhibition, expanded screen | OD600 absorbance | growth inhibition, % at 100 µM | actives 0.15% (n = 98,000) | AID 710;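 active means growth inhibition above about 50% at one test dose, limit read from the data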;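 further: growth measured after 20 h incubation at 37 °C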
# Active calls of the source: *; nt = not tested or not shown. Unless noted, no stated cut-off is given here; in the data, active means inhibition above about 30%; inactive means the rest. A portion of the library; rates above refer to the full screens.
SMILES,S1P2 antag,PostGolgi yeast,HUVEC prolif 384,hDAT+cocaine,PostGolgi ctrl,Fibroblast inh,H69AR inhibit,S1P2 ag,E coli WT exp
Cc1ccc(OCC(=O)N2CCN(C)CC2)c(Br)c1,1.8,1.4,87.3,-0.743,10.9,96.7,91.2,0.9,8.0
C=Cn1ccnc1P(=S)(c1nccn1C=C)C1CCCCC1,-7.2,15.1,106.5,-1.1,10.9,91.8,91.7,-5.3,5.0
CN(Cc1ccccc1)C(=C(Cl)Cl)/C(=C1/NCCN1Cc1ccc(Cl)nc1)[N+](=O)[O-],5.1,2.4,87.7,0.823,6.2,105.2,75.7,-5.8,3.0
Cc1cc(N2C(=O)C3CCCN3C2c2ccccc2)no1 (stereo not drawn),1.8,-2.8,95.6,-0.779,-3.6,97.2,94.6,-1.3,1.0
O=P(N1CCCCC1)(N1CCCCC1)C(Cl)(Cl)Cl,6.5,4.2,94.0,-1.31,17.4,92.2,89.2,-1.7,-4.0
CCOC(=O)c1c(/N=C/c2c(O)n(-c3ccccc3F)c(=S)[nH]c2=O)sc2c1CCCC2,12.7,-9.2,nt,-0.13,14.1,nt,nt,-3.4,-6.0
CN1C(=O)C(=Cc2ccc(N3CCCCCC3)o2)C(=O)N(C)C1=S,-0.2,-3.1,nt,0.0342,19.1,nt,nt,-2.3,-13.0
O=C(c1cc(S(=O)(=O)N2CCCCC2)ccc1F)N1CCC2(CC1)OCCO2,-0.9,18.0,97.5,0.764,7.8,104.3,93.6,-6.8,-3.0
CNC(C(=O)c1ccccc1)C(OC)c1ccccc1 (stereo not drawn),5.0,2.7,103.4,-0.857,-1.6,104.0,100.6,-5.1,5.0
Cc1ccc2c(c1)[C@@H]1CN(C)CC[C@@H]1N2C(=O)Nc1cccc(C(F)(F)F)c1,-8.6,1.2,46.4,0.645,5.0,67.0,68.7,-4.6,12.0
COC(=O)C1C2c3ccccc3OC1(C)N=c1s/c(=C/c3cnn(C)c3C)c(=O)n12 (stereo not drawn),1.3,4.0,87.3,0.964,47.8*,98.6,93.0,-3.2,-2.0
CCCCn1c(O)c(C(CC)=NCc2cccnc2)c(=O)[nH]c1=O,-11.3,1.2,90.3,-0.604,5.0,95.9,67.5,-3.9,1.0
CCCCn1c(O)c(C=NCCCn2ccnc2)c(=O)[nH]c1=O,20.7,-2.9,92.9,0.0059,0.3,nt,113.4,-7.4,2.0
FC(F)(F)c1ccc2c(c1)nnn2C1CCN(Cc2nnnn2Cc2ccccc2)CC1,nt,4.4,70.4,1.19,14.1,92.8,nt,nt,-26.0
Cc1occc1C(=O)N1CCC2(CC1)OCCO2,18.4,-1.4,91.9,-0.66,-11.3,103.1,nt,-8.0,3.0
CCCCn1c(O)c(C(CC)=NCCCN(C)C)c(=O)[nH]c1=O,5.0,5.2,95.2,-1.91,0.1,106.2,nt,-10.2,9.0
Cc1cccc(N2C(=O)/C(=C/c3ccc(CN(CCC#N)S(C)(=O)=O)o3)C(=O)NC2=S)c1,13.0,12.4,nt,0.551,5.1,nt,nt,-4.5,3.0
CCCCCCOc1ccc(CN2CCN(CC)CC2)cc1,0.4,12.6,84.1,-0.286,10.8,95.0,74.6,-3.1,13.0
CC(C)(C)N1Cc2ccccc2C1=N,4.5,17.7,nt,0.826,2.0,nt,nt,-4.7,23.0
CCC(COC(=O)NC)NC(=O)Oc1cccc(C)c1 (stereo not drawn),-5.3,-4.4,98.8,0.449,2.1,94.0,102.6,-2.4,6.0
O=C(Nc1cccc(OC(=O)N2CCOCC2)c1)N1CCOCC1,1.5,-2.0,96.0,0.146,0.5,99.8,89.5,-5.7,-1.0
CCCN1C2CCCC1CC(NC(C)=O)C2 (stereo not drawn),-6.0,4.5,106.0,-0.361,-0.5,98.4,98.2,-2.7,-3.0
Cn1nc(N)c2c1N=P(N1CCOCC1)(N1CCOCC1)N=C2c1ccccc1,-5.1,18.4,103.0,-0.526,4.2,98.1,104.7,-11.1,-14.0
CN1C(=O)C(C2(C#N)CCCCC2)C(=O)N(C)C1=O,-0.1,7.1,97.8,-0.76,11.2,96.5,89.0,0.8,-3.0
Cc1cccc(CN2CCN(Cc3ccc(Cl)cc3)CC2)c1,-11.5,13.1,95.2,-0.2,25.6,96.3,81.9,-1.3,16.0
CC1CN=C(Nc2ccccc2)S1 (stereo not drawn),17.0,9.2,nt,0.132,4.4,nt,nt,-11.4,10.0
O=C(Cc1ccccc1)OCCNC(=O)c1cccnc1,-0.8,9.8,110.1,0.296,7.1,105.9,102.5,-10.1,3.0
CC1=CC(=O)NP(=O)(Oc2ccc3ccccc3c2)N1 (stereo not drawn),-8.6,1.1,91.3,-0.559,6.5,97.6,76.7,-2.2,18.0
CCN(CC)C(=O)c1ccc(N2C(=O)C3CC=C(Cl)CC3C2=O)cc1 (stereo not drawn),11.0,-1.6,102.0,-0.754,13.1,96.8,80.6,-0.8,1.0
CCCC1=C(C(=O)OCC)C2(C(=O)Nc3ccc(C)cc32)C(C#N)=C(N)O1 (stereo not drawn),2.3,-5.3,105.9,0.248,1.5,101.5,94.2,-9.3,5.0
O=C(CSc1ccccc1)N1CCC2(CC1)OCCO2,9.3,3.3,93.2,0.78,16.0,101.2,95.6,-4.6,0.0
CCOC(=O)c1c(N)n(CCN2CCCCC2)c2nc3ccccc3nc12,4.0,-1.8,91.7,1.18,0.4,99.5,80.3,2.2,5.0
CCC(=Nc1ccccc1NC(C)=O)c1c(O)n(C)c(=O)n(C)c1=O,0.2,nt,nt,0.394,22.0,nt,nt,-2.1,-4.0
COc1cccc(Oc2c(C)oc3cc(OC(=O)N(C)C)ccc3c2=O)c1,6.0,-0.2,111.7,1.15,6.5,88.9,51.8,-10.3,-8.0
CN(C)c1ccc(N=Cc2c(O)n(CCC3=CCCCC3)c(=O)[nH]c2=O)cc1,16.1,9.3,64.5,-1,12.7,99.4,10.1*,-6.2,-11.0
c1ccc(Cn2ccnc2)cc1,nt,nt,93.7,-0.754,nt,100.6,92.1,nt,nt
COC(=O)C(O)(c1ccc(NC(=S)NC(=O)c2ccccc2)cc1)C(F)(F)F (stereo not drawn),-10.5,3.5,nt,0.531,33.4*,nt,nt,-5.0,10.0
CC1(C)CC(=O)C2=C(C1)NC(=O)C21C(C(=O)OC(C)(C)C)=C(N)Oc2ccc(Br)cc21 (stereo not drawn),4.9,-3.8,nt,0.949,9.8,nt,nt,-4.0,-12.0
Nc1c2c(nc3sc4c(c13)CCCC4)CCCCC2,6.2,14.6,nt,-1.52,10.5,nt,nt,-5.6,-2.0
C=CCn1c(O)c(C(C)=Nc2ccc(N(C)C)cc2)c(=O)[nH]c1=O,-8.9,14.4,95.3,1.54,14.0,103.2,47.2,-4.3,-1.0
CC(Oc1ccc(-c2ccccc2)cc1)C(=O)O (stereo not drawn),12.7,9.4,100.4,-0.00819,7.9,94.8,98.0,-5.0,-6.0
Fc1cccc(CCNCc2ccccn2)c1,10.7,-4.2,nt,-0.217,-2.0,nt,nt,-6.7,1.0
CCn1nc(-c2ccccc2)nc2c(=O)n(C)c(=O)nc1-2,nt,105.6*,nt,-0.0185,101.6*,nt,nt,nt,24.0
O=P(NS(=O)(=O)c1ccccc1)(Oc1ccccc1)Oc1ccccc1,-2.9,14.5,92.7,-1.14,8.0,98.2,95.5,-3.2,3.0
Cc1ccc2c(c1)CNc1ccccc1O2,16.1,-1.9,96.9,0.0555,-4.1,96.2,98.0,-3.4,3.0
N/C(=N\N=C/c1ccc(-c2ccc(O)c(C(=O)O)c2)o1)N[N+](=O)[O-],8.1,-7.2,nt,1.27,3.4,nt,nt,-2.6,1.0
O=c1[nH]c(=O)n(-c2ccc(F)cc2)c(O)c1C=Nc1ccccc1N1CCCC1,3.2,-4.6,90.9,-0.144,-3.5,98.2,61.9,-0.6,-7.0
Cc1ccc(C(=O)Nc2ccc(-n3ccnc3P(=O)(O)c3ccccc3)cc2)cc1,-0.1,10.8,91.1,0.167,6.6,104.2,96.7,-3.2,0.0
CC1CCN(S(=O)(=O)c2ccc(NN=C(C#N)C#N)cc2)CC1,5.7,-1.4,nt,-0.566,10.1,nt,nt,-7.4,10.0
COc1cccc(-n2c(O)c(C=NCc3ccc4c(c3)OCO4)c(=O)[nH]c2=O)c1,-6.0,-0.8,109.4,-0.153,-2.6,108.3,107.1,-10.9,-2.0
CCOC(=O)c1c(-n2c(C)cc(/C=C3\C(=O)NC(=O)N(C)C3=O)c2C)sc2c1CCCC2,-5.0,-1.1,nt,0.623,20.4,nt,nt,-6.5,0.0
CSC1=NP(=S)(SC)N(C)c2nc3n(c21)CCC3 (stereo not drawn),2.0,4.5,105.7,-0.242,9.4,96.8,85.1,-13.2,-5.0
CCOc1ccccc1-n1c(O)c(C=Nc2ccc(N(CC)CC)cc2)c(=O)[nH]c1=O,nt,-0.3,64.5,-0.495,-5.3,71.2,19.0*,nt,6.0
Cn1c(C(=O)N2CCC3(CC2)OCCO3)cc2c(=O)n(C)c3ccccc3c21,2.6,4.7,93.7,0.67,13.5,103.5,104.7,-3.8,0.0
Cc1ccc(CN2C(=O)NC(=O)C3(Cc4c(nc5ccccn5c4=O)N4CCCCCC43)C2=O)cc1 (stereo not drawn),1.3,-1.2,87.9,-1.46,13.0,100.0,39.3*,-9.0,-8.0
N=C1c2ccccc2CN1NC(=O)c1ccc(Cl)cc1,13.7,-4.6,nt,-0.818,-10.8,nt,nt,-3.1,9.0

# Copied from above, 9 compounds:
SMILES,S1P2 antag,PostGolgi yeast,HUVEC prolif 384,hDAT+cocaine,PostGolgi ctrl,Fibroblast inh,H69AR inhibit,S1P2 ag,E coli WT exp
Cc1ccc(C(=O)Nc2ccc(-n3ccnc3P(=O)(O)c3ccccc3)cc2)cc1,-0.1,10.8,91.1,0.167,6.6,104.2,96.7,-3.2,0.0
CC1CCN(S(=O)(=O)c2ccc(NN=C(C#N)C#N)cc2)CC1,5.7,-1.4,nt,-0.566,10.1,nt,nt,-7.4,10.0
COc1cccc(-n2c(O)c(C=NCc3ccc4c(c3)OCO4)c(=O)[nH]c2=O)c1,-6.0,-0.8,109.4,-0.153,-2.6,108.3,107.1,-10.9,-2.0
CCOC(=O)c1c(-n2c(C)cc(/C=C3\C(=O)NC(=O)N(C)C3=O)c2C)sc2c1CCCC2,-5.0,-1.1,nt,0.623,20.4,nt,nt,-6.5,0.0
CSC1=NP(=S)(SC)N(C)c2nc3n(c21)CCC3 (stereo not drawn),2.0,4.5,105.7,-0.242,9.4,96.8,85.1,-13.2,-5.0
CCOc1ccccc1-n1c(O)c(C=Nc2ccc(N(CC)CC)cc2)c(=O)[nH]c1=O,nt,-0.3,64.5,-0.495,-5.3,71.2,19.0*,nt,6.0
Cn1c(C(=O)N2CCC3(CC2)OCCO3)cc2c(=O)n(C)c3ccccc3c21,2.6,4.7,93.7,0.67,13.5,103.5,104.7,-3.8,0.0
Cc1ccc(CN2C(=O)NC(=O)C3(Cc4c(nc5ccccn5c4=O)N4CCCCCC43)C2=O)cc1 (stereo not drawn),1.3,-1.2,87.9,-1.46,13.0,100.0,39.3*,-9.0,-8.0
N=C1c2ccccc2CN1NC(=O)c1ccc(Cl)cc1,13.7,-4.6,nt,-0.818,-10.8,nt,nt,-3.1,9.0

# Screening results (PubChem)
